TPT1 inhibitor: inhibitors of Candida albicans tRNA 2'-phosphotransferase TPT1. 300,000 tested, 0.81% active. inhibition, % at 5 µM. recombinant caTPT1, FP RNA substrate dephosphorylation. AID 1962;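 active = inhibition above the mean of all tested compounds plus 3 SD, set per screening campaign, cut at about 24% in these data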;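 also: plate controls were DMSO alone for no effect and ferristatin control at 100 nM for full effect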
PP5 primary: PP5 (human) phosphatase inhibition; P53041; purified PP5c, OMFP substrate fluorescence; inhibition, % at 6.7 µM; 320,000 tested, 0.18% active; AID 1987;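 active = inhibition above the campaign's mean inhibition across all tested compounds plus 3 SD, cut at about 9.5% in these data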;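 also: 0% = DMSO only and 100% = 100 µM cantharidin control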
PP1 inh: blocks human PP1-alpha phosphatase, a PP5 counter-screen; P62136; purified PP1alpha, OMFP fluorescence; inhibition, % at 6.7 µM; 320,000 tested, 0.9% active; AID 2235;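 active = inhibition above the mean inhibition of all tested compounds plus 3 SD, computed separately for each screening campaign, cut at about 15% in these data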
core dimer inh: blocks dimerization of HCV core protein; TR-FRET GST/Flag-core106 dimerization, 1536-well; inhibition, % at 5 µM; 300,000 tested, 0.33% active; AID 1899;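 active = inhibition above the mean of all tested compounds plus 3 SD, set per screening campaign, cut at about 45% in these data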
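Assay system: Tagged HCV core106 pair (GST and Flag) | Buffer or medium: KF-containing HEPES buffer, pH 7.45, DTT, CHAPS, BSA | Also added: Eu donor and XL665 acceptor anti-tag antibodies | Dosing: One concentration, 5 µM, in 0.5% DMSO | Timing: 4 h at 22.5 °C | Technique: TR-FRET 671 and 617 nm emission | Repeats: Singlicate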
GASC-1 inh: blocks human GASC-1 demethylase activity; Q9H3R0; GST-JMJD2C(1-420) H3K9me3 demethylation, DELFIA europium; inhibition, % at 2.35 µM; 330,000 tested, 0.069% active;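 active = more than half of a compound's replicate wells show inhibition beyond 50%, single wells judged on their own value; inconclusive = some, but no more than half, of replicates pass 50% inhibition; inactive = no replicate passes 50% inhibition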;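 also: signal counts dimethyl H3K9 product captured on neutravidin plate; 0% = median of DMSO wells and 100% = 0.3 times that DMSO median; strong numbers were not always called active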
Efflux pump inh: inhibitors of Candida antifungal efflux pumps expressed in yeast. inhibition, % at 10 µM. 330,000 tested, 0.44% active. S. cerevisiae Candida pump triplex, Nile Red efflux;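 active = plate passing quality check with inhibition over a set limit, or well fluorescence over plate mean plus 4 SD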;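 also: Nile Red retained in pooled yeast measured as flow cytometry median fluorescence; 0% = buffer negative control and 100% = Enniatin B positive control; higher means more Nile Red kept so more efflux inhibition; some compounds called inactive have numbers as strong as hits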
PREPL inhibitor: inhibitors of human prolyl oligopeptidase-like enzyme PREPL; inhibition, % at 5.96 µM; AID 2751; 320,000 tested, 0.68% active; recombinant PREPL, fluorescence polarization activity-based probe; Q4J6C6; in the data active = inhibition above about 43%;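 also: 0% = enzyme with DMSO and 100% = wells lacking enzyme; many of its hits are not listed in these tables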
Target sequence (Q4J6C6 whole entry, looked up): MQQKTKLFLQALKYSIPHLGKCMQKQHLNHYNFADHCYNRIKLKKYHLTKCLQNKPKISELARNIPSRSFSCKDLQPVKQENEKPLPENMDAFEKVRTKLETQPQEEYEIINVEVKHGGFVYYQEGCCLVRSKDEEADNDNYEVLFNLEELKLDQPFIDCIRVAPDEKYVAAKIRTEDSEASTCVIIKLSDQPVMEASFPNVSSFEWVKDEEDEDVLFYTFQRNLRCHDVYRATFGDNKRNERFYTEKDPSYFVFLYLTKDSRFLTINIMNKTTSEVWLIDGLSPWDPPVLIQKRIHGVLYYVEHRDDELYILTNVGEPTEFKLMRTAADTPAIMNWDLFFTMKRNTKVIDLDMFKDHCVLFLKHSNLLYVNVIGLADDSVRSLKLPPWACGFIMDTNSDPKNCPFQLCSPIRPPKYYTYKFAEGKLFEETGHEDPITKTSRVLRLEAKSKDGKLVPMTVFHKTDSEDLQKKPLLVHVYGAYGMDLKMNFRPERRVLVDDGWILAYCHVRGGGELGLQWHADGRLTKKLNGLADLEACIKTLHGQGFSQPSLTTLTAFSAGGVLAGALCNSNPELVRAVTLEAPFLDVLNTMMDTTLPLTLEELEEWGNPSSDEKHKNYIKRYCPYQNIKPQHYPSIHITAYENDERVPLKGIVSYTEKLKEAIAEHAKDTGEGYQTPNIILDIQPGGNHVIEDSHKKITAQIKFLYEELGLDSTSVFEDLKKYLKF
LYPLA2 counter: counter-screen for PME1 inhibitors: inhibitors of human LYPLA2; recombinant LYPLA2, FP-Rh probe fluorescence polarization; inhibition, % at 5.9 µM; 320,000 tested, 0.38% active;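 active = inhibition above the screen-wide mean plus 3 SD, limit set per campaign, cut at about 26% in these data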;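 also: 0% = LYPLA2 with DMSO and 100% = wells lacking LYPLA2 enzyme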
Target sequence (O95372 whole entry, looked up): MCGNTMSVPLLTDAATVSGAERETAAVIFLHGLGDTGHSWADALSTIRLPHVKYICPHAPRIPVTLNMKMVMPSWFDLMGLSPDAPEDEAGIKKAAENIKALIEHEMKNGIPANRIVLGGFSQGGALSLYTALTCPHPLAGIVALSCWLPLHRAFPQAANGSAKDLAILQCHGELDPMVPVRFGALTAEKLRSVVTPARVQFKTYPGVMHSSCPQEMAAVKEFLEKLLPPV
Fh CTSL1 inh: cathepsin L1 inhibition, PFM18AAP counter-screen | inhibition, % at 5.96 µM | 300,000 tested, 0.49% active | recombinant F. hepatica cathepsin L1, Z-Leu-Arg-MCA fluorescence;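 active = inhibition above the mean of all tested compounds plus 3 SD, set per screening campaign, cut at about 17% in these data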;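 also: 0% = plate median of test compound wells and 100% = 1 µM Z-Phe-Ala-diazomethylketone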
* = called active by the depositor; u = inconclusive; x = no result given.

SMILES	TPT1 inhibitor	PP5 primary	PP1 inh	core dimer inh	GASC-1 inh	Efflux pump inh	PREPL inhibitor	LYPLA2 counter	Fh CTSL1 inh
O=C(CSc1nnc(NC(=O)c2ccccc2C(=O)O)s1)Nc1ccccc1Cl	-5	2.1	-5	4	4	0.0	-7	2	1
COc1ccc(CNC(=O)C(=O)NC2CC(C)(C)NC(C)(C)C2)cc1	-2	-3.4	-2	-5	12	0.0	18	1	3
CN(C)CCC(O)c1ccccc1 (configuration not stated)	-4	-1.4	-1	-3	-5	0.1	0	3	0
Cc1ccc(C(C)NC(=O)c2cccs2)cc1C (configuration not stated)	3	1.7	-2	-4	4	-0.2	7	7	1
CC1Cc2ccccc2N1C(=O)C1CCCN(S(=O)(=O)c2cccc3cccnc23)C1 (configuration not stated)	1	1.9	3	8	-3	-0.2	-2	-3	-2
Cc1cnc(C)c(N(C)NC(=S)Nc2ccccc2)n1	-1	-0.7	-1	-2	8	0.0	-1	1	-1
NC(=O)CC(NC(=O)Cc1cccc2ccccc12)c1ccc(NCCc2ccccc2F)c([N+](=O)[O-])c1 (configuration not stated)	8	1.3	3	25	4	-0.1	-60	-7	-1
CCOC(=O)O[C@]1(C(=O)COC(=O)CC)CC[C@H]2[C@@H]3CCC4=CC(=O)C=C[C@]4(C)[C@H]3[C@@H](O)C[C@@]21C	0	3.7	0	2	x	0.1	5	1	-30
CCN1C(=O)/C(=C\c2cccs2)C(C(=O)OC)=C1C	6	0.5	0	-11	-16	0.2	10	-8	3
CC(=O)Nc1ccc(S(=O)(=O)N2CCC(NC(=O)C(Cc3cccn3C)NC(C)=O)CC2)cc1 (configuration not stated)	0	-1.4	-6	0	x	-0.2	-3	-4	-4
COc1ccc(C(=O)Nc2ccc(O)cc2C(=O)O)cc1	-1	1.8	4	3	-6	-0.2	2	-3	1
Cc1c(C)n(CCC#N)c2ccccc12	-4	0.9	-1	-10	6	0.0	4	5	4
O=S(=O)(/N=C/c1c(O)ccc2ccccc12)c1ccccc1	-4	2.4	-1	-4	-4	-0.1	20	2	5
CN1C(c2ccccc2)=NO[C@]1(C)c1ccccc1	-4	-1.4	-1	1	6	0.0	2	-3	-1
Cc1ccc(C(=O)NCC(=O)OCC(=O)/C=C2\N(C)c3ccccc3C2(C)C)cc1C	3	6.6	4	5	-5	-0.2	8	0	-3
COc1nc(-c2ccccc2)c2cc(C)ccc2n1	2	3.5	-2	1	0	0.0	-1	3	-1
COc1ccc(N2CCN(C(=O)C3CCCN(S(=O)(=O)c4ccc(F)cc4)C3)CC2)cc1 (configuration not stated)	1	1.7	-3	-3	4	0.6	9	2	-14
Cc1cc(C)c(C)c(S(=O)(=O)N2CCN(C(=O)CNC(=O)c3ccco3)CC2)c1C	x	4.0	-6	x	8	0.0	16	8	x
COc1cc(CN2CCNC(=O)C2CC(=O)N(C)CCC2CCOCC2)cc(OC)c1 (configuration not stated)	-4	1.0	-2	3	12	0.4	3	4	2
Cc1cc(C(=O)OCC(=O)NCc2ccc3c(c2)OCO3)c2ccccc2n1	0	1.2	-2	3	7	0.2	-16	3	-9
COc1ccc(N2C(=O)CC(SC(C)C)C2=O)cc1 (configuration not stated)	-1	-2.6	2	-2	-45	-0.1	3	8	-3
O=C(NCC1OCCc2ccccc21)c1cc(COc2ccc(F)cc2Cl)on1 (configuration not stated)	-2	5.4	-1	7	1	-0.1	0	11	2
COC(=O)c1ccc(/C=N/NC(=O)CCSc2nc3ccccc3s2)cc1	-3	-0.2	-5	-5	-5	-0.1	6	-3	6
CC(C)c1cc(C(C)C)c(S(=O)(=O)NNC(=O)c2ccncc2)c(C(C)C)c1	4	1.6	2	1	22	0.2	-13	13	-1
O=C(O)CNCC1COc2ccccc2O1 (configuration not stated)	-4	-0.9	-3	1	0	0.0	0	5	-4
Cc1cc(NCC(c2ccccc2)c2ccccc2)n2ncnc2n1	-6	1.3	-3	1	-3	0.1	8	1	3
Cc1cccc(Nc2ccc(NCc3ccccc3)nn2)c1	-1	1.4	-4	0	-1	-0.1	14	6	8
NC(=S)N=Nc1c(O)n(CCCl)c2ccc(Br)cc12	8	-1.8	-3	-3	8	0.1	3	-2	6
Cc1cc2nc(Sc3c([N+](=O)[O-])nc(C)n3Cc3ccccc3)[nH]c2cc1C	-3	-1.4	-3	11	-3	-0.2	8	0	1
CCOc1ccc(NC(=O)COC(=O)c2ccc3c(c2)OCCO3)cc1	x	-1.6	-3	x	-8	0.0	-2	0	x

Three entries out of the list above, ordered by the number in PREPL inhibitor, falling.
| Structure | TPT1 inhibitor | PP5 primary | core dimer inh | GASC-1 inh | Efflux pump inh | PREPL inhibitor |
| --- | --- | --- | --- | --- | --- | --- |
| Cc1cc(C)c(C)c(S(=O)(=O)N2CCN(C(=O)CNC(=O)c3ccco3)CC2)c1C | x | 4.0 | x | 8 | 0.0 | 16 |
| O=C(NCC1OCCc2ccccc21)c1cc(COc2ccc(F)cc2Cl)on1 (configuration not stated) | -2 | 5.4 | 7 | 1 | -0.1 | 0 |
| CCOc1ccc(NC(=O)COC(=O)c2ccc3c(c2)OCCO3)cc1 | x | -1.6 | x | -8 | 0.0 | -2 |

Other structures follow:
SMILES	TPT1 inhibitor	PP5 primary	PP1 inh	core dimer inh	GASC-1 inh	Efflux pump inh	PREPL inhibitor	LYPLA2 counter	Fh CTSL1 inh
Cc1nn(C)c(C)c1S(=O)(=O)N(CC(=O)N1CCc2ccccc2C1)c1ccc(C(C)C)cc1	-2	-0.6	12	10	3	0.3	18	9	5
CCN(C(=O)CSc1nc2ccccc2o1)c1c(N)n(Cc2ccccc2)c(=O)[nH]c1=O	-3	0.6	-3	-2	-2	0.4	-9	-4	9
N#CC1(NC(=O)COC(=O)c2cc([N+](=O)[O-])ccc2N2CCOCC2)CCCCC1	-1	0.1	-2	0	0	0.0	3	3	-17
Cc1ccc2nc(NC(=S)NC(=O)c3ccco3)sc2c1	4	0.8	-1	10	2	0.1	-7	-6	-2
O=C(COC(=O)c1cc([N+](=O)[O-])ccc1N1CCOCC1)Nc1c(Cl)cccc1C(F)(F)F	-2	1.0	-3	5	-7	0.3	-2	2	3
Cc1occc1C(=O)N(C)CC1CCCN(CCc2ccccc2F)C1 (configuration not stated)	2	-1.8	-1	-9	-5	5.0*	3	-4	-9
Cc1ccc(C(C[N+](=O)[O-])c2c(C)[nH]n(-c3ccccc3)c2=O)cc1 (configuration not stated)	-1	3.2	-1	-2	u	-0.2	1	-4	31*
Oc1ccc(-c2cn3ccccc3n2)cc1	-1	-0.1	-3	-2	1	-0.2	-4	-1	-2
CCn1c(C)cc2c(c1=O)C(c1ccc3c(c1)OCO3)C(C#N)=C(N)O2 (configuration not stated)	-2	0.7	-2	1	-19	0.0	5	2	2
Cc1cc(NC(=O)C(C)SCC(=O)Nc2ccccc2N2CCCCC2)no1 (configuration not stated)	1	1.3	-4	0	0	0.3	9	0	3
COc1cc([N+](=O)[O-])ccc1NC(=O)Cc1ccc(C)cc1	-2	4.9	2	-5	-9	0.0	11	4	-1
COc1ccc(NC(=O)Cn2cnc3c(cnn3-c3ccc(C)c(C)c3)c2=O)c(OC)c1	-1	1.8	5	2	1	0.1	-5	-7	-1
CC(=O)Nc1ccc(C(=O)Nc2nc(-c3cccnc3)cs2)cc1	2	1.8	1	0	-6	-0.3	-2	5	1
O=C(NCCc1ccccn1)C(F)(F)C(F)(F)C(F)(F)C(F)(F)C(F)(F)C(F)(F)C(F)(F)C(F)F	1	3.6	-2	-3	-1	0.2	0	0	5
COc1ccc(C2CC(c3ccc4ccccc4c3)=NN2C(=O)CN2C(=O)CCC2=O)cc1 (configuration not stated)	1	3.8	-2	10	17	-0.1	-50	4	0
O=C(Nc1ccccn1)c1ccc(Cl)s1	0	-1.0	-3	-5	-5	-0.1	-8	-5	-3
CCNC(=O)NC(=O)C(C)Sc1nc2ccccc2n1CC(C)C (configuration not stated)	-4	0.8	-2	-1	11	-0.1	-11	9	0
CC(C)NC(=O)NC(=O)CSc1nnc(-c2c[nH]c3ccccc23)o1	-2	-2.7	7	-16	-30	-1.2	2	0	2
COC1(NS(=O)(=O)c2ccc(Br)cc2)C(C)=CC(=O)C=C1C	2	2.8	2	2	-23	0.5	4	1	8
CCOC(=O)c1ccc(NC(=O)N2CCN(c3ccccn3)CC2)cc1	-6	-1.3	-2	1	122	-0.1	18	6	-1
CC(Nc1cc(C)cc(C)c1)=[N+](C)CCNS(=O)(=O)c1ccc(Cl)cc1	0	1.2	-5	-1	3	0.2	-14	0	1
O=C(NCCCn1ccnc1)c1ccc(COc2ccccc2)o1	-3	4.3	0	2	-6	0.2	13	-2	3
CCOC(=O)c1ccc(NC(=O)c2ccc(NC(=O)c3ccccc3)cc2)cc1	-1	0.5	-1	-1	8	0.0	5	1	-1
CN(c1ccccc1)S(=O)(=O)c1cccc(NC(=O)C2CC(=O)N(Cc3ccccc3)C2)c1 (configuration not stated)	-2	2.1	1	5	-4	-0.2	21	5	-3
N#Cc1ccccc1COc1ccc(/C=C/C(=O)O)cc1	2	3.8	0	-18	5	0.0	4	-5	1
CCC(C)NCC(=O)Nc1ccc(S(N)(=O)=O)cc1 (configuration not stated)	0	-0.1	-3	-1	2	0.1	13	5	0
COc1ccc(OC)c(/C=N/Nc2cc(C)nc(N3CCOCC3)n2)c1	0	2.3	-3	3	14	0.0	12	3	0
CC1CCCC(C)N1C(=O)c1ccccc1Nc1ccc(SC(F)F)cc1 (configuration not stated)	-2	3.3	4	8	-47	-0.1	7	-4	4
CCOC(=O)N1CCN(Cc2nc(C3CC3)no2)CC1	3	2.8	-1	-4	-28	-0.3	9	-6	-1
CC(C)(C)C(=O)/C=C(\N)c1ccncc1	-3	-2.6	3	-11	1	-0.2	-9	8	-1
COc1ccc(OCCOC(=O)c2cccc(-n3cnnn3)c2)cc1	1	4.5	1	3	x	0.2	13	5	-1

Ordered by formula weight (rising): part of the list above
SMILES	TPT1 inhibitor	PP5 primary	PP1 inh	core dimer inh	GASC-1 inh	Efflux pump inh	PREPL inhibitor	LYPLA2 counter	Fh CTSL1 inh
COc1nc(-c2ccccc2)c2cc(C)ccc2n1	2	3.5	-2	1	0	0.0	-1	3	-1
Cc1cccc(Nc2ccc(NCc3ccccc3)nn2)c1	-1	1.4	-4	0	-1	-0.1	14	6	8
NC(=S)N=Nc1c(O)n(CCCl)c2ccc(Br)cc12	8	-1.8	-3	-3	8	0.1	3	-2	6
Cc1cc2nc(Sc3c([N+](=O)[O-])nc(C)n3Cc3ccccc3)[nH]c2cc1C	-3	-1.4	-3	11	-3	-0.2	8	0	1
CN(c1ccccc1)S(=O)(=O)c1cccc(NC(=O)C2CC(=O)N(Cc3ccccc3)C2)c1 (configuration not stated)	-2	2.1	1	5	-4	-0.2	21	5	-3
Cc1nn(C)c(C)c1S(=O)(=O)N(CC(=O)N1CCc2ccccc2C1)c1ccc(C(C)C)cc1	-2	-0.6	12	10	3	0.3	18	9	5
O=C(NCCc1ccccn1)C(F)(F)C(F)(F)C(F)(F)C(F)(F)C(F)(F)C(F)(F)C(F)(F)C(F)F	1	3.6	-2	-3	-1	0.2	0	0	5

These rows are one share of the data. The share of hits here may be higher or lower than overall.
